MC4R antag cAMP: blocks human MC4R cAMP signaling. hit rate 0.48% among 360,000. inhibition, % at 6.5 µM. MC4R-expressing cells, MTII-stimulated cAMP, LANCE TR-FRET. AID 540295;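 active = inhibition above its plate's cutoff, the mean of tested wells on that plate plus 3 SD, cut at about 29% in these data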;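 also: 0% = Melanotan II alone and 100% = Melanotan II plus saturating MCL0020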
Target sequence (P32245 whole entry, looked up): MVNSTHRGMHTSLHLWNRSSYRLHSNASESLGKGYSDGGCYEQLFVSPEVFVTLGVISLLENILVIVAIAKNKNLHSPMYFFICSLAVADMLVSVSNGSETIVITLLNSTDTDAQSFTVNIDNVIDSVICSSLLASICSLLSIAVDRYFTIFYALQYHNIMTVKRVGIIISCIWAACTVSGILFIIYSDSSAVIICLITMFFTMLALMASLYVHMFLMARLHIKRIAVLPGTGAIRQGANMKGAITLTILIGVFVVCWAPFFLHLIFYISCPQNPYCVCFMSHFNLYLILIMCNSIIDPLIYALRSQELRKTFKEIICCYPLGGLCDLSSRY
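material = U2OS cells stably expressing human melanocortin 4 receptor (MC4R) | also added = Melanotan II challenge | dosing = single nominal compound dose of 6.5 µM | detection = TR-FRET with Eu-cAMP and labeled anti-cAMP, 671 nm | replication = singlicate | timing = compound 30 min, challenge 1 h, detection 1 h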
PDI turbidity: blocks human protein disulfide isomerase activity; P07237; PDI insulin aggregation turbidity, A650, 90 min; inhibition, % at 10 µM; hit rate 0.052% among 350,000;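 active = mean inhibition across replicates of 30% or more, whatever share of single replicates reach that level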;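 also: absorbance from insulin aggregation driven by PDI reduction with DTT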
Target sequence (P07237 whole entry, looked up): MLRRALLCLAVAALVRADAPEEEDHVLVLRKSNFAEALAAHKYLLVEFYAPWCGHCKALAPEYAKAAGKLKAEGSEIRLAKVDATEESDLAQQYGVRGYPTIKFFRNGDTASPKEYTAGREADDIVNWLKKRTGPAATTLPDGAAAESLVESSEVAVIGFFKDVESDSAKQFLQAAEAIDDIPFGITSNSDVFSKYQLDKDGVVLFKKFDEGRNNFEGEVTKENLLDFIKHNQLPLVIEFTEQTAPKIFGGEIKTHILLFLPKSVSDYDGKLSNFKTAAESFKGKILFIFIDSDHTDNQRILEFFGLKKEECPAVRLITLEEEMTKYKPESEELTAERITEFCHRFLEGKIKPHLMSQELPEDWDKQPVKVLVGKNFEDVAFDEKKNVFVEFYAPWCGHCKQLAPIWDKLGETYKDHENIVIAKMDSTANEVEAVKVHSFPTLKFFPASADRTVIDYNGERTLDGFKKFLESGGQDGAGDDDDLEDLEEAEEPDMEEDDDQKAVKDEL
ABHD5 PLIN5 PPI: ABHD5-PLIN5 protein interaction inhibition | Split G. princeps luciferase complementation, luminescence, 4 h | AID 602281 | inhibition, % at 4 µM | hit rate 0.78% among 360,000;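 active = inhibition above the mean inhibition across every tested compound plus 3 SD, cut at about 22% in these data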;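 also: 0% = DMSO only wells and the 100% control is not disclosed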
MC4R barr agon: activates human MC4R beta-arrestin recruitment | U2OS MC4R beta-arrestin complementation, luminescence; percent of melanotan II response, DMSO zero | activation, % at 8.9 µM | hit rate 0.98% among 360,000 | AID 540308;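 active = activation above a per-plate cutoff, the mean activation of sample wells on that plate plus 3 SD, cut at about 8% in these data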
Granule exo inh: lytic granule exocytosis inhibition; inhibition, % at 10 µM; TALL-104 LAMP-1 surface exposure, flow cytometry; cells stimulated with thapsigargin and PMA; hit rate 0.66% among 360,000;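 active = inhibition above about 55%, limit read from the data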
HTR2A ag: mouse HTR2A agonism via beta-arrestin recruitment; P35363; CHO-K1 mHTR2A beta-arrestin complementation, luminescence; percent of 30 µM serotonin response; activation, % at 7.6 µM; hit rate 0.66% among 360,000; AID 624169;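 active = activation above a run cutoff, the mean activation of all tested compounds plus 3 SD, cut at about 14% in these data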;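 also: 0% = plate median of compound wells and 100% = 30 µM serotonin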
H9c2 protect: modulators protecting cardiomyocytes from myocardial damage | H9c2 cardiomyocytes, H2O2 injury protection, ATPLite, 2 h | protection from H2O2 cell death, % at 20 µM | hit rate 0.63% among 360,000;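 active = compounds giving at least 50% protection of heart cells from peroxide-induced death in the single-dose screen, raw or plate-pattern-corrected value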;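 also: 0% = DMSO wells with peroxide and 100% = DMSO wells without peroxide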
CaV13 FRET inh: Primary screen for inhibitors of IQ motif and Ca2+-dependent inactivation inhibitor domain binding in CACNA1D, Förster resonance energy transfer in living cells, …. inhibition, % at 12.3 µM. hit rate 0.098% among 340,000. HEK cells, CFP/YFP FRET ICDI-IQ, plate reader, 10 min; percent FRET-ratio fall versus neutral wells. AID 743397;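 active = mean replicate inhibition of at least 30% and at least 1% of replicates passing that level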;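 also: 0% = median of the neutral control wells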
ABCB6 inh MLPCN: inhibitors of human ABC transporter ABCB6 | K562-ABCB6 porphyrin accumulation, flow cytometry, 1 h; stronger effect = lower value | fluorescence ratio to DMSO, % at 10 µM | hit rate 0.19% among 360,000;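 active = fluorescence ratio to DMSO below 75%, the collection mean minus 3 SD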;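 also: signal is porphyrin accumulated inside mitochondria; 100% equals median channel fluorescence of DMSO control wells; lower ratio means ABCB6 inhibition with less porphyrin fluorescence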
N-glyco inh: blocks N-linked glycosylation in D54 reporter cells | D54 ERlucT glycosylation luciferase reporter, 24 h; percent of 100 nM tunicamycin response | reporter increase, % at 12.5 µM | hit rate 0.23% among 360,000 | AID 588692;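 active = mean luciferase reporter signal, scaled so untreated is 0 and the glycosylation-blocking control 100, at or above a set limit in every replicate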;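 also: luciferase carries N-glycosylation sites so blocking glycosylation raises the light; 0% = median of neutral control wells and 100% = median of 100 nM tunicamycin wells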
An asterisk follows results filed as active; nt = not tested or not shown. Hits appear at their usual frequency, and some 4.2% of all compounds hit somewhere here.

SMILES	MC4R antag cAMP	PDI turbidity	ABHD5 PLIN5 PPI	MC4R barr agon	Granule exo inh	HTR2A ag	H9c2 protect	CaV13 FRET inh	ABCB6 inh MLPCN	N-glyco inh
COc1ccc(CNC(=O)Cn2nc(C(F)(F)F)c(Br)c2C)cc1	6	6	1	-1.4	-2	-5	-6	-3	100	5
CC(=O)Nc1ccc(NS(C)(=O)=O)cc1	-1	-5	-5	-0.9	-5	3	-3	-29	95	2
O=C(COC(=O)C1CC2CCCC(C1)C2=O)NC1CCCCC1 (centres undefined)	12	-10	10	-2.3	-5	7	-3	-2	100	3
CC1CCN(CCNC(=O)c2ccc(NC(=O)C3CCCO3)cc2)CC1 (centres undefined)	5	8	5	-2.6	-2	0	0	nt	101	0
COc1ccc(Cn2nnnc2CN(CCCN2CCOCC2)Cc2cc3cc(OC)ccc3[nH]c2=O)cc1	16	7	2	-0.6	8	-2	6	3	97	-1
O=C(c1ccccc1Cc1ccccc1)N1CCN(S(=O)(=O)c2ccc(F)cc2)CC1	-4	-5	-4	1.3	-3	-2	-2	-6	95	-1
Cc1cc(C)n2cc(CSC3=NCCS3)nc2n1	7	8	8	-0.8	-1	5	5	nt	100	-1
COc1ccccc1NC(=O)CSc1nnc(CC(=O)Nc2ccccc2)n1C	10	4	4	1.1	2	4	4	-5	105	-1
CC(=O)Nc1ccc(-c2nnc(SCc3ccc(C)cc3)n2C)cc1	0	1	1	-0.8	5	3	-6	-8	101	6
O=C(CSC(=S)N1CCCC1)Nc1ccc(Br)cc1Cl	1	5	-8	0.3	-8	5	-8	-15	97	-2
O=c1[nH]c2ccc(Cl)cc2c(-c2ccccc2)c1SC(=S)N1CCOCC1	10	-5	5	-2.8	1	-5	40	-3	92	4
CCOc1ccc(C2CC(c3cccc(OC)c3)Nc3ncnn32)cc1 (centres undefined)	1	nt	2	-0.5	-2	5	3	0	102	-1
Cc1ccc(S(=O)(=O)N(CCCO)CC(O)CON=C2c3ccccc3-c3ccccc32)cc1 (centres undefined)	8	13	10	2.5	-4	3	-16	-5	96	-2
Cc1c(NC(=O)CN2CCCc3ccccc32)c(=O)n(-c2ccccc2)n1C	12	8	1	-0.7	0	6	0	-4	95	1
CCOC(=O)C1(CCCc2ccccc2)CCN(Cc2cnn(C)c2)CC1	13	-9	-2	-0.2	2	-6	-2	-6	101	-5
O=C(CSc1nc2ccc([N+](=O)[O-])cc2s1)NCC1CCCO1 (centres undefined)	0	-1	-6	-1.1	39	-5	1	-5	102	-2
CCOC(=O)c1ccc(N=c2sc(C(=O)OC)cc(=O)n2Cc2ccc3c(c2)OCO3)cc1	16	nt	-9	1.8	-1	-2	-12	-7	98	1
O=C(NCc1ccccc1)c1cc(C2CCCCN2C(=O)c2cccs2)on1 (centres undefined)	0	-4	-9	-2.7	6	-7	1	-5	96	-1
CCOC(=O)C1(CCCc2ccccc2)CCN(Cc2nccn2CC)CC1	2	20	-5	-0.2	0	-6	-21	-11	97	-5
CCC(=O)NNc1nc2c(F)cc(F)cc2s1	16	nt	-1	-1.0	-1	0	-1	-3	100	1
CCCCNC(=O)CCC(=O)Nc1ccc2nc(N3CCN(C)CC3)cc(C)c2c1	10	1	7	3.5	4	4	8	-6	96	0
COc1cc(-c2nc3ccccn3c2/N=C/c2ccc(F)cc2)ccc1O	-8	1	1	-2.1	3	3	-7	-5	101	2
N/C(=N/O)c1nc(N2CCCC2)nc(N(c2ccccc2)c2ccccc2)n1	15	1	0	0.6	-2	-1	2	nt	94	4
O=C(NCCCn1ccnc1)c1cc2nc(-c3ccc(Br)cc3)cc(C(F)(F)F)n2n1	-3	20	9	4.2	21	-4	18	-5	98	nt
O=C(NCCCN1CCCC1=O)c1ccc(S(=O)(=O)Nc2ccccc2)cc1	4	2	7	-1.5	-5	4	4	-6	99	-1
O=C(C(Sc1ccccc1)c1ccc(Br)cc1)N1CCOCC1 (centres undefined)	2	0	1	2.4	-2	4	2	-5	98	-1
COc1ccc(OC)c(/C=C/C(=O)OCC(=O)Nc2cccc(Oc3ccccc3)c2)c1	0	0	3	0.1	-1	-1	-10	-3	96	0
O=C(C(=Cc1ccc(O)cc1)c1ccccc1)c1ccccc1	nt	nt	-9	nt	40	-1	nt	-10	105	nt
COc1ccc2c(c1)c1nnc(SCC(=O)N3CCCCC3C)nc1n2C (centres undefined)	10	-1	7	-1.7	-6	3	2	-6	96	2
CCOc1cc(N2CCOCC2)c(OCC)cc1NC(=O)COc1ncnc2ccc(Br)cc12	2	2	-1	0.0	0	3	-6	-1	102	3
CC(C)CNC(=S)NNC(=O)c1ccccc1OC(F)F	13	-3	1	-0.2	-4	1	-3	-3	99	1
Fc1ccc(Nc2ccnc(Nc3ccc(F)cc3)n2)cc1	9	-12	6	0.4	5	-5	-20	-5	98	-5
C[C@@H]1CCC[C@@]2(O[C@H](CCO)C[C@H](O)[C@H]2O)O1	7	2	6	-0.1	17	4	-11	-5	98	4
CC(=O)Nc1sc2c(c1C(c1cccc(Cl)c1)N1CCN(CCO)CC1)CCCC2 (centres undefined)	7	nt	-4	-0.9	5	-8	14	-2	101	-4
Cc1cc(C)c(S(=O)(=O)c2cccc(Cl)c2)c(Cl)n1	0	-1	-1	-0.8	1	-3	4	-4	98	-2
CC(=O)c1ccc(NS(=O)(=O)c2cccc(C)c2)cc1	19	-3	-1	-0.1	6	1	9	-8	102	1
O=C(Nc1ccccc1N1CCCCC1)c1cc(S(=O)(=O)N2CCOCC2)ccc1F	1	-11	-1	-2.9	9	8	2	-5	100	-5
CCOCCCNC(=O)C(c1ccc(C)cc1)N(Cc1ccc2c(c1)OCO2)C(=O)c1cnccn1 (centres undefined)	3	5	-5	-0.7	1	0	11	-4	91	-1
Cc1c(C(=O)N(CC(C)C)c2c(N)n(Cc3ccccc3)c(=O)[nH]c2=O)sc2nc3n(c(=O)c12)CCC3	1	12	-3	0.3	7	-3	0	-6	102	1
N#Cc1c(NC(=O)Cn2c(=O)oc3ccccc32)oc(-c2ccccc2)c1-c1ccccc1	4	14	0	-1.8	-5	-5	-16	-6	110	0
CC(Sc1ccc(S(=O)(=O)N2CCOCC2)cc1[N+](=O)[O-])C(=O)O (centres undefined)	-4	2	-2	0.1	-6	6	10	-16	108	1
CN1OC[C@@H]2CN(C(=O)Nc3ccccc3)[C@H](c3ccc(N4CCCCC4)cc3)C[C@@H]21	nt	nt	-6	nt	0	-5	4	-6	106	-2
Cc1ccc(CNC(=O)C2CCC(=O)N2C(C)C)cc1 (centres undefined)	15	8	-4	-0.7	-3	1	0	-4	97	1
COc1cc2ccccc2cc1C(=O)NC1CCCC1	0	-7	1	-1.2	3	-10	4	-11	105	-1
COc1ccc(-c2nc3c(C)cc(Br)cn3c2Cc2cccc(F)c2)cc1OC	nt	nt	-4	nt	2	3	2	-7	99	-1
CCOC(=O)CSc1nnc(C)c(C)n1	1	1	-3	1.5	-8	0	-3	-5	104	3
Cc1cccc(-c2cc3nc(-c4ccccc4)cc(N4CCC5(CC4)OCCO5)n3n2)c1	1	0	17	1.9	2	11	6	0	93	-1
COc1nccnc1NS(=O)(=O)c1ccc(NC(=O)c2cccc(C)c2)cc1	-4	0	-1	0.2	1	-2	-6	-2	102	4

Reformatted: results already given
Each structure is followed by: MC4R antag cAMP	PDI turbidity	ABHD5 PLIN5 PPI	MC4R barr agon	Granule exo inh	HTR2A ag	H9c2 protect	CaV13 FRET inh	ABCB6 inh MLPCN	N-glyco inh
N#Cc1c(NC(=O)Cn2c(=O)oc3ccccc32)oc(-c2ccccc2)c1-c1ccccc1
    4	14	0	-1.8	-5	-5	-16	-6	110	0
CC(Sc1ccc(S(=O)(=O)N2CCOCC2)cc1[N+](=O)[O-])C(=O)O (centres undefined)
    -4	2	-2	0.1	-6	6	10	-16	108	1
CN1OC[C@@H]2CN(C(=O)Nc3ccccc3)[C@H](c3ccc(N4CCCCC4)cc3)C[C@@H]21
    nt	nt	-6	nt	0	-5	4	-6	106	-2
Cc1ccc(CNC(=O)C2CCC(=O)N2C(C)C)cc1 (centres undefined)
    15	8	-4	-0.7	-3	1	0	-4	97	1
COc1cc2ccccc2cc1C(=O)NC1CCCC1
    0	-7	1	-1.2	3	-10	4	-11	105	-1
COc1ccc(-c2nc3c(C)cc(Br)cn3c2Cc2cccc(F)c2)cc1OC
    nt	nt	-4	nt	2	3	2	-7	99	-1
CCOC(=O)CSc1nnc(C)c(C)n1
    1	1	-3	1.5	-8	0	-3	-5	104	3
Cc1cccc(-c2cc3nc(-c4ccccc4)cc(N4CCC5(CC4)OCCO5)n3n2)c1
    1	0	17	1.9	2	11	6	0	93	-1
COc1nccnc1NS(=O)(=O)c1ccc(NC(=O)c2cccc(C)c2)cc1
    -4	0	-1	0.2	1	-2	-6	-2	102	4

Next records follow:
SMILES	MC4R antag cAMP	PDI turbidity	ABHD5 PLIN5 PPI	MC4R barr agon	Granule exo inh	HTR2A ag	H9c2 protect	CaV13 FRET inh	ABCB6 inh MLPCN	N-glyco inh
NNc1nc(-c2ccccc2)c2ccccc2n1	-2	16	-2	-2.1	-2	-2	-1	-4	98	0
Cc1noc(C)c1C(=O)N1CCCC(C(=O)c2cccc(OC(C)C)c2)C1 (centres undefined)	3	6	3	0.4	2	-2	0	-3	106	0
CS(=O)(=O)N(CC(N)=O)c1ccc2c(c1)OCO2	3	11	-2	-2.8	-1	4	-3	nt	98	1
CCc1ccc2c(COC(=O)C3CC(=O)N(CCc4ccccc4)C3)cc(=O)oc2c1 (centres undefined)	2	0	-9	-2.0	0	-1	1	-4	102	3
CCCc1cc(=O)oc2cc(OC(C)C(=O)NC3CC(C)(C)NC(C)(C)C3)ccc12 (centres undefined)	9	3	-1	-1.6	3	-5	-2	-6	95	2
CCO[C@H]1OC(C(=O)N2CCN(Cc3ccc4c(c3)OCO4)CC2)=C[C@@H](c2ccccc2)[C@@H]1CCCO	3	1	9	-0.3	6	2	1	-9	85	-2
CCOC(=O)CSc1nnc(NC(=O)c2ccc3c(c2)OCO3)s1	6	-3	-3	-2.0	2	2	-18	-2	101	-5
N#C/C(=C\c1cn[nH]c1-c1ccccc1Br)C(=O)O	2	-11	-1	-2.1	1	4	-3	12	99	0
Cc1ccccc1NC(=S)NNC(=O)c1cccnc1	4	-10	-2	-4.1	9	2	-4	-4	102	1
